# M1 antag – antagonists of rat M1 muscarinic receptor; actives 3.4% (n = 64,000); CHO-M1 cells, Fluo-4 calcium, ACh EC80 antagonist mode; stronger effect = lower value; B-score at 10 µM; AID 628, 2007; Muscarinic acetylcholine receptor M1 (Rattus norvegicus), P08482;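 active = calcium fluorescence response, raw or row-and-column corrected B-score, differing from the plate sample mean either way at a set confidence level, mostly lower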
# NADH enzymes – inhibitors of PK/LDH coupling enzymes, profiling panel, artefact control, biochemical, MLSMR library. actives 0.02% (n = 65,000). IC50, µM (top dose mostly 10 µM), for the others: at the top dose inhibition. AID 774, 2007. coupled PK/LDH NADH assays, four targets;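 active = single-dose screening hits from any of four coupled enzyme assays that gave an IC50 when retested across doses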;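 note: the DPM-DC format reads NADH fluorescence rather than 340 nm absorbance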
# SF1 activator – activators of human SF-1, primary screen, cell-based, CHO-K1, Gal4-SF-1 LBD, luciferase luminescence; CHO-K1 Gal4-SF-1 LBD luciferase reporter; % increase over DMSO SF-1-specific signal; activation, % at 10 µM; actives 1.9% (n = 65,000); AID 522, 2006;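 active = activation above the mean activation of all tested compounds plus 3 SD, cut at about 50% in these data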
# Target sequence (Q13285 whole entry, looked up, the tested form may be a part): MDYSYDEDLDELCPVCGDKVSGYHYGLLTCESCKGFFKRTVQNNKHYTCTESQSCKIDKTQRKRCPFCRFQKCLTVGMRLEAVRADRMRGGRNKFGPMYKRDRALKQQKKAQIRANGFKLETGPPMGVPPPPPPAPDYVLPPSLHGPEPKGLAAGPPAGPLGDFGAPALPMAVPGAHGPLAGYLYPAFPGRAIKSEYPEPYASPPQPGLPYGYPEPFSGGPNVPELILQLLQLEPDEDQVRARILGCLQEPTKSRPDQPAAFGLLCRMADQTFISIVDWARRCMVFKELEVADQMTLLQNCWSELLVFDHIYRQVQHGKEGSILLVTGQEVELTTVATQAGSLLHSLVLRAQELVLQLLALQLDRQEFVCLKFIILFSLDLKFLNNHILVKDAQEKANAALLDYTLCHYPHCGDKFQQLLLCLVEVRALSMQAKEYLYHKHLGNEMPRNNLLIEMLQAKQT
#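 Assay system: CHO-K1 cells co-transfected with Gal4 DBD–human SF-1 LBD, 5xGal4 luciferase reporter; doses: 10 µM only; incubation: 20 h compound exposure at 37 °C after 1 h cell settling; signal: luciferase light emission; evaluation: percent activation versus DMSO; repeats: one test per compound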
# RORa activator – activators of orphan receptor RORA, primary screen, cell-based, luminescence; actives 1.5% (n = 65,000); CHO-K1 Gal4-RORA LBD luciferase reporter; percent increase over mock-subtracted basal signal; Nuclear receptor ROR-alpha (Homo sapiens), P35398; AID 560, 2006; activation, % at 10 µM;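 active = activation above the mean of all tested compounds plus 3 SD, cut at about 49% in these data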;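 note: 0% = DMSO-treated RORA cells and 100% = added signal equal to DMSO minus mock-transfected cells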
# Target sequence (P35398 whole entry, looked up, the tested form may be a part): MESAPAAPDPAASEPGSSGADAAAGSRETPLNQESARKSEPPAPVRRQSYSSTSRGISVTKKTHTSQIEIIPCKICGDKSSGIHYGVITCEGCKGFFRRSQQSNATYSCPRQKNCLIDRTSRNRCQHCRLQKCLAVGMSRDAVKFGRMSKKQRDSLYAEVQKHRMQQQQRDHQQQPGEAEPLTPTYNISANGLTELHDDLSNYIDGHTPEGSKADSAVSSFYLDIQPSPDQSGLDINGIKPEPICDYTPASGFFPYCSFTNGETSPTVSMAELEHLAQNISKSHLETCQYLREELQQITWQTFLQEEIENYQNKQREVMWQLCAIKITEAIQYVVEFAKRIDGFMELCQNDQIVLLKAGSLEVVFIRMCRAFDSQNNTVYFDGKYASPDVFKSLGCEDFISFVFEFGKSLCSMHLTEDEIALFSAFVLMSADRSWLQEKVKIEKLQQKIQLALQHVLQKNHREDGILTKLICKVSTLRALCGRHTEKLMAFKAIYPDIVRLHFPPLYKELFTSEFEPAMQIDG
# Autofluor 339 – intrinsic fluorescence of library compounds, ex339/em460 – biochemical, MLSMR library, data from DPM-DC assay, artefact control, profiling panel. compound autofluorescence, ex339/em460 nm, NADH buffer; stronger effect = higher value; 1 = no-compound wells, NADH background. fluorescence fold increase at 10 µM. actives 5.5% (n = 65,000);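 active = at 10 µM, mean starting fluorescence two-fold or more over control wells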;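 note: signal is the first read of a kinetic run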
# E coli RNAP – E. coli RNAP inhibitors, biochemical; DNA-directed RNA polymerase subunit beta (Escherichia coli (strain K12)), P0A8V2; E. coli RNA polymerase, fluorescence transcription assay; inhibition, %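 (tested at 10 µM)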; actives 0.2% (n = 62,000); in the data active = inhibition above about 20%;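 note: 0% = enzyme without compound and 100% = no enzyme blank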
# Ecoli tolC – growth inhibitors of E. coli tolC mutant, primary screen, strain BW25113 ΔtolC::kan, 384-well | OD615 | growth inhibition, % at 10 µM (by protocol) | actives 2.2% (n = 65,000);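 active = growth inhibition at or above a cutoff equal to the mean over every tested compound plus 3 SD, cut at about 60% in these data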;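 note: growth measured after 20 h incubation at 37 °C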
#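 Test system: tolC-deleted E. coli BW25113 | Medium: LB with kanamycin 50 µg/mL | Compound dosing: Single concentration, 10 µM final per compound | Schedule: 37 °C, 20 h exposure | Measured by: OD at 615 nm | Evaluation: Percent growth inhibition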
# TNAP act DEA – human TNAP enzyme activators, primary screen, biochemical, luminescent, intermediate phosphate acceptor level | Alkaline phosphatase, tissue-nonspecific isozyme (Homo sapiens), P05186 | purified TNAP, CDP-star luminescence, 100 mM DEA, 30 min; stronger effect = higher value; scale: 0 levamisole-inhibited, 1 vehicle-only enzyme | activation factor at 20 µM | 64,000 tested, under 10 active | AID 813, 2007;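 active = activation factor of at least 2 at 20 µM, relative to controls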
# M1 agonist – M1 muscarinic receptor agonists, primary screen, CHO-M1 cells, Fluo-4 calcium, agonist mode; Muscarinic acetylcholine receptor M1; Fluo-4 calcium fluorescence; stronger effect = higher value; B-score at 10 µM; actives 3% (n = 64,000);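 active = fluorescence rise, raw or as B-score row- and column-corrected plate score, outside the 99.7% band of its plate's samples, either direction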
# * = called active by the depositor; . = not tested or not shown; [ ] = another dose, or the depositor's remark. Outcome played no part in choosing rows, and some 15% of all compounds hit somewhere here.
SMILES,M1 antag,NADH enzymes,SF1 activator,RORa activator,Autofluor 339,E coli RNAP,Ecoli tolC,TNAP act DEA,M1 agonist
CCn1c(SCC(=O)Nc2cccc(NC(C)=O)c2)nnc1C(C)C,-1.5,2%,-4,-23,0.99,3,3,0.9,-0.33
CC1Cc2ccccc2N1C(=O)CN1CCc2ccccc2C1 (stereo not drawn),-0.58,5%,-4,-15,1.1,9,14,1,-0.063
CCCOn1nnnc1-c1ccccc1,0.72,3%,-10,4,1.1,8,-8,0.9,1.4
CCCN1CCN(CCCNC(=O)C2CCN(c3nnc(-n4cccc4)s3)CC2)CC1,-0.16,6%,-4,-17,1.1,4,-8,0.9,1.8
CCN=C1SC(C(=O)Nc2cccc(OCC)c2)CC(=O)N1CC (stereo not drawn),-0.41,3%,-24,-17,1.1,2,-1,0.9,7.6*
COc1ccc(CSc2nnc(N)s2)cc1F,0.069,5%,32,10,1.1,8,-8,1,0.6
C/C(N)=C(/C#N)C(=O)COc1ncnc2ccc(Br)cc12,0.052,5%,-5,-3,1,4,-8,.,0.74
Cc1csc(NC(=O)CSc2nsc(SCC(=O)Nc3nc(C)cs3)c2C#N)n1,0.06,1%,23,18,1,13,11,0.9,-0.15
CCOCCCNC(=O)c1ccc(CS(=O)(=O)Cc2cccc(C)c2)o1,-0.058,5%,-14,31,1.1,3,-19,0.9,0.29
Cc1ccc(NC(=O)CSc2nnc(-c3ccccn3)n2C)cc1,-0.34,2%,13,15,1,6,-8,0.9,0.2
CCc1nnc(NC(=O)c2ccc(COc3ccc(C)cc3)o2)s1,1,8%,52*,14,1,1,-7,0.9,0.43
COC(=O)[C@H](Cc1ccccc1)NC(=O)NCc1ccc(S(N)(=O)=O)cc1,-0.15,3%,3,11,1.1,-2,-17,0.9,-0.12
COc1ccc2nc(/N=C(\N)NC(=O)C(C)(C)C)nc(C)c2c1,-0.23,7%,34,12,2,-1,-3,0.9,0.97
CCCC(C(=O)NC1CCCCC1)N(CC1CCCO1)C(=O)CNS(=O)(=O)c1ccc(F)cc1 (stereo not drawn),-0.65,3%,-14,-6,1.1,1,2,1,0.32
Cc1ccccc1-n1c(C)nnc1SCC(=O)N1CC(=O)Nc2ccccc21,0.67,6%,-2,15,1,10,-5,0.9,0.11

# Whole records, looked up by structure.
# `CCn1c(SCC(=O)Nc2cccc(NC(C)=O)c2)nnc1C(C)C` is entered as M1 antag: -1.5; NADH enzymes: 2%; SF1 activator: -4; RORa activator: -23; Autofluor 339: 0.99; E coli RNAP: 3; Ecoli tolC: 3; TNAP act DEA: 0.9; M1 agonist: -0.33
# `COC(=O)[C@H](Cc1ccccc1)NC(=O)NCc1ccc(S(N)(=O)=O)cc1` is entered as M1 antag: -0.15; NADH enzymes: 3%; SF1 activator: 3; RORa activator: 11; Autofluor 339: 1.1; E coli RNAP: -2; Ecoli tolC: -17; TNAP act DEA: 0.9; M1 agonist: -0.12
# `CCCC(C(=O)NC1CCCCC1)N(CC1CCCO1)C(=O)CNS(=O)(=O)c1ccc(F)cc1` (stereo not drawn) is entered as M1 antag: -0.65; NADH enzymes: 3%; SF1 activator: -14; RORa activator: -6; Autofluor 339: 1.1; E coli RNAP: 1; Ecoli tolC: 2; TNAP act DEA: 1; M1 agonist: 0.32

# The list goes on:
SMILES,M1 antag,NADH enzymes,SF1 activator,RORa activator,Autofluor 339,E coli RNAP,Ecoli tolC,TNAP act DEA,M1 agonist
Cc1cc(NC(=O)c2cc(C)on2)no1,-0.64,7%,31,-2,1.1,9,-12,0.9,-0.021
O=C(CNS(=O)(=O)c1ccc(C(=O)N2CCCCC2)cc1)N1CCCCC1,0.65,8%,-3,-24,1.1,7,-2,0.9,0.75
COC(=O)c1sc(N)c(C(=O)OC)c1CSc1nnc(-c2ccccc2Cl)n1C,-0.8,10%,-11,5,1.1,-4,11,0.9,1.5
O=C(c1ccco1)N(CC1CCCO1)c1nc(-c2ccccc2)cs1 (stereo not drawn),-0.15,8%,6,-8,1.1,2,44,1,0.018
CCn1c(SCC(=O)N2c3ccccc3Sc3ccccc32)nc2c1c(=O)n(C)c(=O)n2C,-0.63,6%,-7,-34,1.1,-4,27,0.9,0.093
Cn1c(CCN2CCCCC2)nc2cc(NS(=O)(=O)c3ccccc3)ccc21,-5.2*,4%,-1,6,1.1,7,-6,0.8,0.085
CCCCC(O)(C(NC=O)C(=O)OC)C(F)(F)F (stereo not drawn),0.013,4%,-16,-7,1.1,9,-22,0.9,-0.45
CCn1c(CNc2cccc(Cl)c2)nnc1SCc1ccccc1,-0.66,5%,-13,-3,1.1,-2,9,0.8,-0.25
CCC(C)C(NC(=O)OC(C)(C)C)C(=O)NC(C(=O)N1CCCC1C(N)=O)C(C)CC (stereo not drawn),-0.46,1%,1,-1,1.1,3,-3,0.9,0.43
CCOC(=O)COc1ccc(C(=O)NC2CCCCC2)cc1,-0.56,4%,-15,-2,1.1,3,-11,1,-0.1
Cc1ccc2nc(N3CCN(C(=O)c4cccs4)CC3)c(C#N)cc2c1,-2.3*,8%,14,-13,2.4*,-1,19,0.9,1.5
CN(C)c1nc(Oc2ccc(/C=N/O)cc2)nc(N(C)C)n1,0.83,7%,21,7,1.4,-3,-3,0.9,-2e-05
CC(C)(C)C1CCC2(CC1)NC(CO)(CO)CO2 (stereo not drawn),-0.024,6%,9,8,1.1,4,-17,0.9,0.16
Cc1nc2c(s1)sc1ccccc12,0.54,6%,19,31,1.1,4,-28,0.9,-0.028
N=c1c(C(=O)NCc2ccco2)cc2c(=O)n3ccccc3nc2n1Cc1ccccc1,-3*,17%,-11,46,2.4*,-6,25,0.9,-0.083
O=C(O)c1ccc(NS(=O)(=O)c2cc(Cl)ccc2Cl)cc1O,0.51,7%,2,-16,1.1,7,-5,0.9,2.5
O=C(OC(C(=O)NCc1cccs1)c1ccc(F)cc1)c1ccco1 (stereo not drawn),-0.29,8%,-7,-15,1,1,10,1,0.25
CC(=O)c1ccc(C#CC(C)(C)O)s1,-0.18,4%,7,4,1.1,-8,9,0.9,-0.089
COC(=O)CSC1=C(C#N)C(c2cccc(F)c2)CC(=O)N1 (stereo not drawn),-1,1%,8,19,1.2,4,-17,0.9,-0.54
COCCNC(=O)c1ccc(CS(=O)(=O)c2ccc(C)cc2)o1,-0.45,6%,-1,-5,1.1,8,-8,0.9,-0.23
CC(C)C(OC(=O)CN1C(=O)COc2ccccc21)C(=O)NC1CCCC1 (stereo not drawn),-0.45,30%,6,-9,1.2,-3,-7,0.9,0.27
COCC(=O)Nc1cc(OC)c(Cl)cc1OC,0.77,5%,4,-3,1.1,9,-12,0.9,-0.2
Cc1ccc(C(c2sc3nc(C)nn3c2O)N2CCOCC2)cc1 (stereo not drawn),-0.0033,8%,-1,-6,1.1,8,-2,0.9,0.014
CC1=C(c2ccc(Cl)cc2)[N+](=O)C(C)(C)N1[O-],0.35,2%,-12,-15,1.1,8,3,0.8,0.8
CCCCCSc1nc2c(c(=O)[nH]c(=O)n2C)n1C,0.025,3%,35,-4,1.1,10,11,0.8,2.7
O=C1CC(C(=O)N(CC2CCCO2)C(C(=O)NC2CCCCC2)c2ccncc2)CS1 (stereo not drawn),.,3%,-19,-21,1.1,4,-23,0.9,.
COCCCn1c(C(C)C)nc2oc3cc(OC)ccc3c(=O)c2c1=O,1.8,7%,12,6,1.2,.,-13,0.9,13*
O=S(=O)(/N=C(/Nc1cc(N2CCOCC2)ncn1)c1ccccc1)c1ccccc1,-0.36,4%,8,-7,1.1,9,-4,0.9,-0.29
CCOC(=O)c1ccc(NC(=O)CCc2nc(-c3cccc(C)c3)no2)cc1,-0.38,3%,3,-17,1.1,1,19,0.8,-1.1
O=C1[C@@H]2[C@H](Cc3ccc(O)cc3)N[C@]3(C(=O)Nc4ccccc43)[C@@H]2C(=O)N1c1ccc(F)cc1,0.55,8%,-11,-14,1.1,2,-1,0.9,1.7
CCOC(=O)c1sc(NC(=O)c2ccc(Cl)s2)cc1C,0.07,4%[fluoresces],54*,78*,2.1*,7,20,1,0.59
C/C=C/COc1nc2c(c(=O)n(C)c(=O)n2C)n1C,0.24,4%,-6,-28,1.1,1,9,0.9,-0.21
c1ccc(-c2nc(NCC3CCCO3)c3ccccc3n2)nc1 (stereo not drawn),0.12,2%,-1,-11,1.1,.,-4,1,0.36
Cc1cc(NC(=O)CSc2nc3ccsc3c(=O)n2Cc2ccccn2)n[nH]1,0.91,3%,19,32,1.3,4,0,1,0.098
Cc1ccc(-n2nc3c(c2NC(=O)c2c(-c4ccccc4Cl)noc2C)CSC3)cc1,-0.08,6%,-3,-27,1.1,4,16,0.9,1.5
Cc1coc2c(C)c3oc(=O)c4c(c3cc12)CCCC4,-1.7,1%,-14,-10,1.3,2,5,0.9,0.56
Cc1cc(Cl)ccc1N1C(=O)CC(SCCC(=O)O)C1=O (stereo not drawn),0.35,5%,-14,-8,1,1,-16,1,-0.087
CC(C)Oc1ccc(C2CC(=O)NC3=C2C(=O)CCC3)cc1 (stereo not drawn),-1.4,6%,-15,-22,1.1,22*,-14,0.9,0.67
Cc1ccc(O)c(C(=O)c2cnc3c(c2)CN(CCC(C)C)C(=O)N3)c1,-0.024,2%,18,-5,1.2,5,0,0.9,-0.25
CC(C)(CO)NS(=O)(=O)c1ccc2c(c1)oc(=O)c1cc(S(=O)(=O)NC(C)(C)CO)ccc12,-0.68,3%,3,-6,1.2,5,5,0.9,-0.49
Cc1c(C)c2c(C)nn(-c3ccccc3)c2[nH]c1=O,0.0034,5%,.,.,1.1,3,-2,0.9,-1.5
O=C(O)c1ccc2c(c1)C(=O)N(c1cc(C(=O)O)ccc1Br)C2=O,.,6%,-1,8,1.1,6,0,1,.
Cc1cc(NC(=O)c2cccc(S(=O)(=O)N3CC(c4ccccc4)CC3=O)c2)no1 (stereo not drawn),-0.32,3%,-5,11,1,3,12,0.9,-1.5
CC(C)C(NS(=O)(=O)c1ccc2c(c1)oc(=O)n2C)C(=O)N1CCN(C2CCCCC2)CC1 (stereo not drawn),0.14,1%,-6,7,1.1,6,-7,1,0.16
N#Cc1nc(COc2ccccc2F)oc1NCc1ccc(F)cc1,-1.3,10%,9,20,1.2,5,28,0.8,-0.58
CCN1CCN(C(=O)c2ccc3c(=O)n(C4CCCC4)c(=S)[nH]c3c2)CC1,-0.42,3%,1,1,1,-12,-10,0.9,1.4*
CCOC(=O)C1=C(C)Nc2ncnn2C1c1ccc(N(C)C)cc1 (stereo not drawn),0.66,4%,-15,-16,1.1,2,2,0.9,-0.43
COc1ccc2c(c1)C(=O)OC2CC(=O)O (stereo not drawn),0.41,16%,-8,35,0.81,3,-12,0.9,-0.11
CCCC1=[N+](CC)CCn2c(C)ccc21,-0.82,4%,0,20,1,12,-17,1,-0.71
O=C(NCCC1=CCCCC1)c1cnccn1,0.12,7%,41,25,1.1,-2,-17,1,-0.036
CCn1c(NCc2ccc(N(C)C)cc2)nc2ccccc21,-0.44,2%,15,30,1,5,13,0.9,0.53

# Screens deposited in PubChem BioAssay by several laboratories.
